Screening data from PubChem BioAssay.
HCV inh = blocks hepatitis C virus | 340,000 compounds, 3.4% hits | Potency, µM (top dose mostly 41.8 µM), for inactives: top-dose activity change, negative = inhibition, actives largely listed as inhibitors | Huh7.5.1 HCVcc-Cre infection, luciferase reporter, 44 h; note: potency is the fitted concentration of half-maximal effect
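Reporter virus HCVcc-Cre (~0.5 moi) infects cells exposed to compound; seeding density 1,000 cells/well with 4 h settling beforehand. Luminescence, 15 sec read, taken 44 h post-infection following a 15 min RT substrate incubation.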
LmPK inh = inhibitors of Leishmania mexicana pyruvate kinase; Q27686; purified LmPK, Kinase-Glo ATP luminescence, 1 h; Potency, µM (doses to about 57.5 µM), for inactives: top-dose activity change, negative = inhibition, usual class: inhibitors; 290,000 compounds, 0.37% hits; AID 1721; note: potency is the fitted concentration of half-maximal effect
Target sequence (Q27686 whole entry, looked up): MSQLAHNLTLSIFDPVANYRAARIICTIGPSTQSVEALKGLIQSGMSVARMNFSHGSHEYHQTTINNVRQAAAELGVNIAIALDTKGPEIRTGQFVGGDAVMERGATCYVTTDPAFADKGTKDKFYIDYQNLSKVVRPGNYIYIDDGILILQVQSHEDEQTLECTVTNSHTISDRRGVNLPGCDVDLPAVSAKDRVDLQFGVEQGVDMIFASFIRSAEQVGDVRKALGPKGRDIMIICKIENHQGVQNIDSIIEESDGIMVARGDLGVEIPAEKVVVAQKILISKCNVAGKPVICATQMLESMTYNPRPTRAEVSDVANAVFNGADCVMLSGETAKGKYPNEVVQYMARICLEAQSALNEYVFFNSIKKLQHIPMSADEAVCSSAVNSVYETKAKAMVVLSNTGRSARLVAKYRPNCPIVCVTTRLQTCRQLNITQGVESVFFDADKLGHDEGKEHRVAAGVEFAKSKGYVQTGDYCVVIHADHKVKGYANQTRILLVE
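0.1 nM LmPK, 0.5 mM PEP, 0.1 mM ADP; 50 mM imidazole pH 7.2, 7 mM MgCl2, 50 mM KCl; 1 h RT. Kinase-Glo luminescence readout, normalized to no-enzyme (full inhibition) and uninhibited wells.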
AmpC inh detg = inhibitors of E. coli AmpC beta-lactamase with detergent. P00811. AmpC hydrolysis of nitrocefin, absorbance 480 nm, 0.01% Triton. Potency, µM (highest dose often 114 µM), inactives show at the top dose activity change, negative = inhibition, most hits filed as inhibitors. 370,000 compounds, 0.041% hits. AID 485294;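 note: potency is the fitted concentration of half-maximal effect; 0% = no-compound wells and -100% = no-enzyme wells; nearly all actives have a fitted effect of over 25% in size; some results filed as inactive show a strong effect at the top dose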
Target sequence (P00811 whole entry, looked up): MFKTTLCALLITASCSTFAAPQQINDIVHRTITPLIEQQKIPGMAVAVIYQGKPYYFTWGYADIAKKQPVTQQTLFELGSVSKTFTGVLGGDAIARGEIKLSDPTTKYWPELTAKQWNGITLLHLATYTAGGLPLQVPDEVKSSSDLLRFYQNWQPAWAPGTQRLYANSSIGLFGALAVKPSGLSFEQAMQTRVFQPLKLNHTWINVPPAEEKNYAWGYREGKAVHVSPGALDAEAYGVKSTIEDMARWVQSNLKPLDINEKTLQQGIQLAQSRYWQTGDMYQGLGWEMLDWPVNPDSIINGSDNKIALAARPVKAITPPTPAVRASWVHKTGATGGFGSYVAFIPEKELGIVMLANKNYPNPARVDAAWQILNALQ
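20 mM phosphate pH 7.0 + 0.01% (detergent screen) or 0.0001% Triton X-100; 5.3 nM AmpC reagent; cpd preinc 15 min RT; nitrocefin (800 uM stock) to start; A480 q20 s × 4 min; Activity was normalised to no-enzyme and no-compound control wells.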
HCMV inh = inhibitors of human cytomegalovirus; 410,000 compounds, 4.5% hits; activity change, negative = inhibition, % at 57.5 µM; HFF cells, HCMV-luciferase reporter, 72 h; active compounds read low; AID 1259415; in the data active = activity change below about -60%; inconclusive = no clear call, values can overlap the other calls; inactive = above about -39%
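Inhibition of viral replication was scored as loss of reporter luminescence in HFFs infected with HCMV-luciferase (MOI 1 PFU/cell) for 72 h; compounds tested at 2 doses, normalized to buffer and Salinomycin controls.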
AmpC no deterg = AmpC beta-lactamase inhibition without detergent. AmpC nitrocefin hydrolysis, absorbance 480 nm, 0.0001% Triton. Potency, µM (series often up to 57.1 µM), inactives show top-dose activity change, negative = inhibition, hits mostly inhibitors. 330,000 compounds, 0.52% hits. AID 485341;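 note: potency is the fitted concentration of half-maximal effect; plate controls were no compound for no effect and no enzyme for full effect; nearly all actives have a fitted effect of over 20% in size; some results filed as inactive show a strong effect at the top dose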
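AmpC (5.3 nM in the dispensed reagent) in 20 mM phosphate pH 7.0 with 0.01% (detergent screen) or 0.0001% Triton X-100 was preincubated with compounds for 15 min at room temperature. Nitrocefin was then added from an 800 uM solution, and hydrolysis was followed at 480 nm.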
Tb PYK inh = blocks Trypanosoma brucei pyruvate kinase. Q57TT1. AID 624173. 410,000 compounds, 0.12% hits. Potency, µM (top dose mostly 76.8 µM), inactives show at the highest dose activity, negative = inhibition, usual class: inhibitors. TbPYK enzyme, Kinase-Glo Plus ATP luminescence, 45 min; note: potency is the fitted concentration of half-maximal effect; nearly all actives have a fitted effect of over 50% in size
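TbPYK + substrate in 50 mM TEA pH 7.2, 100 mM KCl, 10 mM MgCl2, 0.05% BSA, 0.01% Tween-20; cpd pinned; ADP 130 uM final; 45 min RT; Kinase-Glo Plus 10 min; luminescence endpoint.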
AMA1 RON2 block = disrupts binding of P. falciparum AMA1 to RON2. Potency, µM (titrated, usually from 58.2 µM), for inactives: at the top dose activity change, negative = inhibition, most hits filed as inhibitors. 360,000 compounds, 0.2% hits. AlphaScreen AMA1-biotinylated RON2 peptide binding;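 note: potency is the fitted concentration of half-maximal effect; 0% = vehicle wells and -100% = peptide control; nearly all actives have a fitted effect of over 45% in size; some results filed as inactive show a strong effect at the top dose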
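AMA1 (3D7) with his tag at 25 nM final met compounds first, then biotinylated RON2 peptide at 25 nM; detection used donor plus acceptor beads, 10 µg/mL apiece, read by AlphaScreen after 30 min at room temperature.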
Numbers without * were called inactive; ? = inconclusive; / = not tested or not shown; & = joins results of further samples; [ ] = dose if it differs, or a comment. Unless noted, calls come from the whole dose curve; as a rule, active = well fitted curve in the direction sought with a large enough effect; inconclusive = small, poorly fitted or top-dose-only effect, or another doubt; inactive = no such curve, though single readings can be large; an effect the other way counts as inactive or inconclusive. Unless noted, % is set by controls: 0 for no effect and ±100 for the full control effect.

SMILES	HCV inh	LmPK inh	AmpC inh detg	HCMV inh	AmpC no deterg	Tb PYK inh	AMA1 RON2 block
O=C(Nn1c(C2CCCCC2)nc2ccccc2c1=O)c1ccc(Cl)c([N+](=O)[O-])c1	-7.0%	0.9%	-7.4%	9.3	-58.7%	-0.6%	-4.8%
CC(C)(C)OC(=O)N1CCC(NC(=O)c2nc[nH]c2C(=O)N2CCN(c3ccccc3)CC2)CC1	12.0%	/	/	-4.2	166.6%[activator]	-10.1%	21.6%
CC(CNC(=O)CCc1cn(Cc2ccccc2Cl)c2ccccc12)c1ccccc1 (configuration not stated)	/	/	-6.3%	-24.3	/	-0.7%	/
Cc1ccc(CNC2=NCCS2)cc1	-8.2%	0.0%	-9.1%	35.6	37.0%	-5.4%	2.7%
CC[C@@H](C)[C@H](NC(=O)Cc1c(C)c2cc3c(C)coc3c(C)c2oc1=O)C(=O)O	10.2%	1.8%	2.9%	21.0	-3.1%	0.0%	-1.7%
C=CCNC(=O)NS(=O)(=O)c1ccc(C)cc1	22.5%	-7.6%	-9.4%	-28.5	-9.1%	-1.7%	0.0%
Cc1cc2oc(=O)cc(Cn3ncc(Cl)c(Cl)c3=O)c2cc1Cl	11.2µM*	4.0%	-4.8%	/	-42.3%	-2.8%	-7.8%
CCc1ccccc1NC(=O)COc1ccc2c(c1)OCO2	-2.3%	0.5%	-1.6%	15.9	-27.1%	-2.6%	-21.6%
Cc1cc(C)n(C(=O)c2ccc(C)c(S(=O)(=O)N3CCCCC3)c2)n1	-5.3%	0.2%	4.1%	14.4	16.4%	-3.2%	23.6%
Cc1oc(-c2ccc(Cl)cc2)nc1Cn1c(=O)cc(C)c2c(C)nn(-c3cccc(F)c3)c21	/	/	23.7%	-5.2	/	1.3%	/
CCCCN(C(=O)/C=C/c1ccco1)c1c(N)n(Cc2ccccc2)c(=O)[nH]c1=O	-8.3%	1.6%	-2.2%	37.0	-20.3%	-4.4%	-14.8%
CCC(COC(C)=O)Nc1nc2c([nH]1)c(=O)n(C)c(=O)n2C (configuration not stated)	23.2%	1.5%	-5.2%	9.6	-12.8%	-3.4%	-0.7%
O=C(O)/C(=C\c1ccccc1Cl)c1ccc(S(=O)(=O)N2CCCCC2)s1	3.1%	5.3%	-5.5%	-22.1	-22.3%	-4.2%	-11.7%
O=C(c1ccc(S(=O)(=O)N2CCOCC2)cc1)N1CCN(c2cccc(Cl)c2)CC1	15.3%	2.9%	?	11.9	57.0%[activator]	4.8%	5.5%
Cc1noc(C)c1C(=O)OCC(=O)Nc1ccccc1C(=O)NC(C)c1ccccc1 (configuration not stated)	?	1.5%	2.2%	-27.5	-12.3%	-0.7%	27.1%
O=C(N/N=C/c1ccc(OC(=O)c2ccco2)cc1)c1ccccn1	-0.1%	-10.1%	2.1%	116.2	-0.4%	-5.7%	111.3%[activator]
COc1ccccc1C1C(C(=O)c2ccco2)=C(O)C(=O)N1c1cc(C)on1 (configuration not stated)	-2.0%	-0.7%	?	?	-15.7%	11.3%	13.8%
O=C(NNC(=S)NCCCN1CCOCC1)c1ccncc1	1.1%	-1.8%	5.1%	15.2	1.5%[2.29 µM]	-1.9%	14.7%
COc1ccc(C2=NCC(CSc3nnc(-c4ccc5c(c4)OCO5)o3)S2)cc1 (configuration not stated)	?	-1.2%	?	0.3	-2.8%	-5.6%	3.2%
COC(=O)c1sc2nc[nH]c(=O)c2c1C	21.3%	6.0%	?	-16.4	-20.5%	-11.9%	-5.0%
Cc1ccc(C)c(C(=O)N(C)CC(=O)Nc2ccccc2C(F)(F)F)c1	0.1%	1.6%	7.2%	-2.8	30.8%	-1.7%	8.5%
CCC(Oc1ccc(C)c(C)c1)C(=O)N1CCCN(C)CC1 (configuration not stated)	4.7%	-2.9%	-0.9%	8.3	9.1%	-7.1%	7.1%
CCCCCCn1cc(CN(C)C2CN(Cc3cn(CCCCCC)nn3)S(=O)(=O)C2)nn1 (configuration not stated)	/	/	/	-10.0	/	2.7%	-0.1%
COc1cc(/C=C2\SC(c3ccc(C)cc3)=NC2=O)ccc1O	?	28.2µM*	-2.0%	-6.1	-28.9%	?	0.1%
O=C(CNC(=O)c1cc(-c2ccccc2)nn1-c1ccccc1)Nc1ccccc1Br	-4.5%	/	/	-5.3	/	-7.1%	3.4%
O=C(NCc1ccccc1Br)c1cccc2c1C(=O)c1ccc(N3CCC(Cc4ccccc4)CC3)cc1S2(=O)=O	4.8%	/	/	/	-14.0%	6.6%	3.4%
CCCc1nc(NCc2ccc3c(c2)OCO3)c2nnn(Cc3ccccc3Cl)c2n1	9.9%	-1.5%	-2.0%	-10.0	-13.4%	-4.1%	-11.8%
N#Cc1nc(COc2ccccc2F)oc1N1CCCCCC1	?	-3.9%	-16.1%	-30.8	-11.2%	1.3%	-24.1%
O=C(/C=C1\SC(=O)N(CC(=O)Nc2ccc(Cl)cc2)C1=O)Nc1ccc(F)cc1	-7.0%	-1.2%	?	-4.4	-12.4%	-1.2%	2.3%
Cc1oc(-c2ccccc2)nc1CNC(=O)Nc1ccccc1	/	/	2.1%	-17.7	/	-0.9%	/
COC(=O)c1ccc(CN2CCCC(CO)(Cc3ccc(F)cc3F)C2)cc1 (configuration not stated)	-0.9%	-2.5%	?	-15.7	7.4%	0.6%	-10.8%
O=C(CCc1nnc(CCCCc2ccccc2)o1)NC1CCCC1	?	0.9%	4.6%	-22.4	63.1%[activator]	-4.1%	2.0%
CCN(CC)c1ccc(/C=C(\C#N)C(N)=S)cc1	?	-4.7%	-0.9%	-37.2	-40.3%	1.6%	-6.9%
CCOc1ccc(NC(=O)CSCc2cnn(-c3ccccc3)c2-n2cccc2)cc1	?	2.7%	-16.2%	23.9	-2.6%	2.4%	-12.2%
CCOCCCn1c(SCC(=O)Nc2ccc(CC)cc2)nc2ccccc2c1=O	/	/	2.9%	?	/	-0.9%	/
Cc1ccc(OCC(=O)Nc2cccc(C(=O)OCc3cc(=O)n4nc(C)sc4n3)c2)cc1	/	/	4.7%	4.0	/	0.6%	/
O=C1CCCN1Cc1ccccc1	-6.8%	-6.0%	-14.4%	?	-4.4%	2.2%	-1.3%
CCO[C@@H]1OC(C(=O)NCc2nc3ccccc3[nH]2)=C[C@H](c2ccccc2)[C@H]1CCCO	?	3.1%	3.4%	-19.3	103.9%[activator]	-1.8%	12.6%
O=C1N=C2SCCN2/C1=C\c1c(Cl)cccc1Cl	?	-7.1%	2.4%	?	-36.1%	-1.8%	-1.3%
O=C(CSc1nnc(Cn2c(=O)sc3ccccc32)n1-c1ccccc1)N1CCOCC1	-0.4%	30.6%	1.9%	-8.9	93.9%[activator]	-22.8%	-5.3%
O=C(COC(=O)CSc1ccc(F)cc1)NCC1CCCCC1	/	-9.8%	0.8%	11.3	21.4%	9.8%	1.1%
CN(C)C(=O)c1cc2cc([N+](=O)[O-])ccc2s1	?	-7.1%	-14.0%	33.0	-9.7%	5.8%	-6.3%
CON/C=C(\C=Nc1ccc(Cl)cc1Cl)c1ncc(C(F)(F)F)cc1Cl	7.9%	-1.1%	-6.6%	15.6	-13.3%	0.0%	6.4%
COC(=O)C(C(=O)OC)c1ncccc1[N+](=O)[O-]	3.4%	-4.5%	?	-26.1	-17.4%	-0.8%	-2.3%
COc1cc(C2C(C(=O)c3ccc(C)o3)=C(O)C(=O)N2Cc2cccnc2)ccc1O (configuration not stated)	8.5%	1.3%&-13.7%	-2.0%&1.3%	-4.5	-19.6%&-23.9%	3.6%	-6.4%
CC(=O)NCc1ccc(S(=O)(=O)N/N=C/c2ccc(Br)cc2)cc1	?	0.7%	-6.7%	3.8	-8.6%	-0.6%	-3.6%
Cc1cc2c(cc3c(SCc4ccc(Cl)cc4)nncn32)o1	/	/	-13.6%	-20.1	/	-6.7%	/
O=C(Nc1cccc(C(F)(F)F)c1)c1cc2c(=O)c3ccccc3oc2nc1C(F)(F)F	?	-3.6%	3.1%	6.3	-23.0%	-0.1%	-4.5%

Nine structures already listed, sorted by molar mass, falling.
SMILES	HCV inh	LmPK inh	AmpC inh detg	HCMV inh	AmpC no deterg	Tb PYK inh	AMA1 RON2 block
O=C(CSc1nnc(Cn2c(=O)sc3ccccc32)n1-c1ccccc1)N1CCOCC1	-0.4%	30.6%	1.9%	-8.9	93.9%[activator]	-22.8%	-5.3%
O=C(Nc1cccc(C(F)(F)F)c1)c1cc2c(=O)c3ccccc3oc2nc1C(F)(F)F	?	-3.6%	3.1%	6.3	-23.0%	-0.1%	-4.5%
CON/C=C(\C=Nc1ccc(Cl)cc1Cl)c1ncc(C(F)(F)F)cc1Cl	7.9%	-1.1%	-6.6%	15.6	-13.3%	0.0%	6.4%
COc1cc(C2C(C(=O)c3ccc(C)o3)=C(O)C(=O)N2Cc2cccnc2)ccc1O (configuration not stated)	8.5%	1.3%&-13.7%	-2.0%&1.3%	-4.5	-19.6%&-23.9%	3.6%	-6.4%
CC(=O)NCc1ccc(S(=O)(=O)N/N=C/c2ccc(Br)cc2)cc1	?	0.7%	-6.7%	3.8	-8.6%	-0.6%	-3.6%
Cc1cc2c(cc3c(SCc4ccc(Cl)cc4)nncn32)o1	/	/	-13.6%	-20.1	/	-6.7%	/
COC(=O)C(C(=O)OC)c1ncccc1[N+](=O)[O-]	3.4%	-4.5%	?	-26.1	-17.4%	-0.8%	-2.3%
CN(C)C(=O)c1cc2cc([N+](=O)[O-])ccc2s1	?	-7.1%	-14.0%	33.0	-9.7%	5.8%	-6.3%
O=C1CCCN1Cc1ccccc1	-6.8%	-6.0%	-14.4%	?	-4.4%	2.2%	-1.3%

(list continues)
SMILES	HCV inh	LmPK inh	AmpC inh detg	HCMV inh	AmpC no deterg	Tb PYK inh	AMA1 RON2 block
Cc1ccc(Nc2[nH]c(=O)c3ccccc3c2C(=O)c2ccccc2)cc1	1.7%	/	/	/	/	-2.4%	0.5%
CCOC(=O)CSc1nnnn1-c1cc(OC)c(Cl)cc1OC	?	-5.7%	3.2%	-32.6	6.1%	-0.6%	-13.1%
COc1ccc(C=C(C(=O)O)c2ccc(OC)cc2)cc1	20.2%	/	/	3.7	/	7.8%	18.1%
COc1cc(CN2CCN(C(=O)CC(C)C)CC2)cc(OC)c1O	15.6%	-8.4%	-18.1%	2.0	6.2%	7.7%	-20.8%
